Assay outcomes as filed in PubChem.
HIV Rev-RRE inh: HIV-1 Rev-RRE binding inhibitors, primary screen, biochemical, FRET, protein-RNA interaction | Rev peptide-RRE RNA binding | inhibition, % at 8 µM | 0.79% of 97,000 active;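 active = inhibition above the screen-wide mean plus 3 SD, cut at about 35% in these data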;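 also: 0% = median DMSO wells and 100% = median Neomycin B control wells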
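Test system – labelled RRE RNA duplex and labelled Rev peptide · Signal – fluorescein-to-Cy5 FRET, 480 nm excitation · Evaluation – % inhibition of FRET ratio versus controls · Benchmarks – DMSO low control, neomycin B high control · Incubation – 5 min RNA-compound premix plus 15 min binding step, 25 °C · Medium – HEPES pH 7.5 salt buffer with EDTA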
PLK1 inh: human PLK1 kinase inhibitors, primary screen, biochemical, TR-FRET; AID 619, 2007; 0.53% of 97,000 active; inhibition, % at 10 µM; recombinant PLK1 kinase, TR-FRET peptide phosphorylation; Serine/threonine-protein kinase PLK1 (Homo sapiens), P53350;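 active = inhibition of 50% or more in the single-concentration screen; inactive = inhibition below 50%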;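 also: 0% = DMSO max control and 100% = H-89 dihydrochloride min control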
ERb coact inh: inhibitors of ERβ-SRC1 coactivator interaction, primary screen, biochemical, TR-FRET, ERβ LBD, SRC-1 peptide. Estrogen receptor beta (Homo sapiens), Q92731. TR-FRET ER-beta LBD / SRC1-Cy5 peptide binding; receptor agonist-loaded with 1 µM estradiol. inhibition, % at 25.6 µM. 1.3% of 86,000 active;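 active = compounds whose percent inhibition of the receptor-coactivator binding signal exceeds about 50% in the single-dose screen, limit read from the data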;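 also: 0% = receptor plus peptide wells without compound and 100% = peptide-only wells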
CD11b adhes enh: enhancers of CD11b/CD18 adhesion to fibrinogen, primary screen, K562 cells, luminescence. ATPlite luminescence. AID 1499, 2009. activation, % at 10 µM. 0.07% of 93,000 active;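 active = 10 µM primary screen giving 50% or more activity, confirmed by 40% or more on retest at that dose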; also: strong numbers were not always called active
FAK blocker: FAK kinase inhibitors, primary screen, biochemical; inhibition, %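 (tested at 7 µM)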; 0.84% of 97,000 active; biochemical FAK kinase activity assay; in the data active = inhibition above about 19%;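 also: 0% = DMSO and 100% = reference compound high control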
Target sequence (Q05397 whole entry, looked up): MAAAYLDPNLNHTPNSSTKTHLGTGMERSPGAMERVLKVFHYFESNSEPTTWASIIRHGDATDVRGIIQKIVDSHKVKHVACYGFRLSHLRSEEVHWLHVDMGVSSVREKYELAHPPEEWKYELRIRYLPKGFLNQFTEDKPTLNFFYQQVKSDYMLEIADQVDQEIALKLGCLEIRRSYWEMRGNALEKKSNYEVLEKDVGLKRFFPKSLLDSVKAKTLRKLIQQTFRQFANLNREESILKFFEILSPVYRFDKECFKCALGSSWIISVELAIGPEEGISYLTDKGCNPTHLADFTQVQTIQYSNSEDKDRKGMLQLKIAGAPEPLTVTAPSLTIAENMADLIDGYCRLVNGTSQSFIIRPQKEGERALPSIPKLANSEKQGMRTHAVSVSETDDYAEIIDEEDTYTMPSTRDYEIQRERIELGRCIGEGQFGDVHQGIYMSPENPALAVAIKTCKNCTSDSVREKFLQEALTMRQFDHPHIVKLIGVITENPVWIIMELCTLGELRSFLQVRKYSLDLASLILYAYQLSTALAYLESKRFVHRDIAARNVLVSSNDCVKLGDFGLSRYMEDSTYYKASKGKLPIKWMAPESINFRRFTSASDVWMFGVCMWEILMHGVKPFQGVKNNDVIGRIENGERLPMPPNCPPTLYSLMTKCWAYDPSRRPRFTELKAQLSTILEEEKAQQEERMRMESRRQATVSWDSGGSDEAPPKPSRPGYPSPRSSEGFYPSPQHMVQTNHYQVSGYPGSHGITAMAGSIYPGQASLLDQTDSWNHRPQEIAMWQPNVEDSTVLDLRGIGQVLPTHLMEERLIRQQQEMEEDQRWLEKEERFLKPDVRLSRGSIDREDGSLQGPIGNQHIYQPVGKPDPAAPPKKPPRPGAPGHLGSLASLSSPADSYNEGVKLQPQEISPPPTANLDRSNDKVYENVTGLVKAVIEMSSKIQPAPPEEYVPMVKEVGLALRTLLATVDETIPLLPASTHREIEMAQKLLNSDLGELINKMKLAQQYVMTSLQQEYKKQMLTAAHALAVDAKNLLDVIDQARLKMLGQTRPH
Mac1 fbg inh: inhibitors of CD11b/CD18 adhesion to fibrinogen, primary screen, K562 cells, luminescence; ATPlite luminescence; Mn2+ added to activate the integrin; inhibition, % at 10 µM; 0.54% of 93,000 active; AID 1497, 2009;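 active = primary inhibition of 50% or more at 10 µM, then 40% or more on retest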; also: some results filed as inactive read as strong as hits
ERa coact pot: enhancers of ERα–SRC-1 coactivator binding, primary screen, biochemical, TR-FRET, ERα LBD, low estradiol; TR-FRET ERalpha-LBD/SRC-Cy5 coactivator binding, 2 h; 100 = basal binding, no effect; 1.3% of 86,000 active; Estrogen receptor (Homo sapiens), P03372; coactivator binding (% of control), % at 25.6 µM; in the data active = activity above about 200%;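 also: binding measured in presence of low estradiol as agonist stimulus; 0% = peptide alone without receptor and 100% = receptor with peptide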
ERa SRC1 inh: ERα–SRC-1 coactivator interaction inhibitors, primary screen, biochemical, TR-FRET, ERα LBD, estradiol-bound; AID 629, 2007; TR-FRET ER-alpha LBD / SRC-1 peptide; inhibition, % at 25.6 µM; 1.7% of 86,000 active; Estrogen receptor (Homo sapiens), P03372; in the data active = inhibition above about 50%;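 also: 0% = receptor plus peptide control and 100% = peptide only without receptor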
Plk1 PBD FP: Plk1 polo box domain binding inhibitors, primary screen, biochemical, fluorescence polarization. Plk1 PBD phosphopeptide binding. Serine/threonine-protein kinase PLK1 (Homo sapiens), P53350. AID 693, 2007. 0.13% of 97,000 active. inhibition, %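 (tested at about 20 µM)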; in the data active = inhibition above about 34%, passing the limit was not always enough
Starred values were filed as active, the others as inactive; x = not tested or not shown; [ ] = another dose, or the depositor's remark.

SMILES	HIV Rev-RRE inh	PLK1 inh	ERb coact inh	CD11b adhes enh	FAK blocker	Mac1 fbg inh	ERa coact pot	ERa SRC1 inh	Plk1 PBD FP
Cc1nc(Cl)c(C#N)cc1-c1ccccc1	0	13	x	x	-1	x	x	x	35
O=C(Nc1nccs1)c1cccc(NC(=O)C2CC2)c1	6	-13	11	3	6	-34	95	4	-6
Cc1ccc(S(=O)(=O)NCC(=O)OC(C(=O)c2ccccc2)c2ccccc2)cc1 (stereo not drawn)	5	0	x	0	1	-2	x	x	-1
CCC(C)c1ccc(NC(=O)C2CCCN(c3ncccn3)C2)cc1 (stereo not drawn)	8	-9	x	x	-3	x	x	x	6
Cc1c(N=Cc2ccncc2)c(=O)n(-c2ccccc2)n1C	5	-2	-4	0	1	13	118	-33	-11
CCC(c1nnnn1C1CCCC1)N1CCN(C(=O)c2ccco2)CC1 (stereo not drawn)	x	x	48	28	x	-11	240*[fluorescence artefact?]	32	x
CNC(=O)Nc1ccc2snnc2c1	-1	14	-36	-2	-2	10	121[fluorescence artefact?]	-42[fluorescence artefact?]	-35
O=C1C=C(OCc2ccccc2)CN1	10	-5	-1	2	3	-4	115	-4	3
CCOC(=O)N1CCN(Cc2nc3c(c(=O)[nH]c(=O)n3C)n2CCCc2ccccc2)CC1	3	-5	1[fluorescence artefact?]	x	-2	x	114	-2[fluorescence artefact?]	-1
COc1ccc(S(=O)(=O)N(C)C2CCS(=O)(=O)C2)cc1OC (stereo not drawn)	5	-6	3	1	-2	-5	103	-8	16
Fc1ccc(COc2ccc(Br)cc2CNCc2ccncc2)cc1	6	-7	x	3	-6	19	x	x	-11
O=C(O)CSc1nnc(Cc2ccccc2)n1Cc1ccccc1	1	-15	4[fluorescence artefact?]	5	-4	-13	112	3[fluorescence artefact?]	-15
CCOc1ccc(S(=O)(=O)Nc2ccc(C(=O)N/N=C(\C)c3ccc(-n4ccnc4)cc3)cc2)cc1	-1	-12	-6	-2	4	13	102	3	-15
O=c1cc(CN2CCOCC2)c2c(ccc3ccccc32)o1	1	-2	-14	-2	1	-6	118	-8	-15
Cc1[nH][nH]c(=O)c1C(c1ccc(-c2ccc(Cl)cc2)o1)c1c(C)[nH][nH]c1=O	2	-28	3	-7	8	37	53[fluorescence artefact?]	6	15
COc1cccc(N2C(=O)C(O)=C(C(C)=O)C2c2ccc(OC)c(OC)c2)c1 (stereo not drawn)	2	-2	2[fluorescence artefact?]	-7	-1	29	121	11	-26
O=C(Cc1c[nH]c2ccccc12)N1CCc2ccccc21	9	-8	-7[fluorescence artefact?]	6	3	-14	89[fluorescence artefact?]	-4[fluorescence artefact?]	2
CC(NC(=O)CSc1nc2c(cc1C#N)CN(C)CC2)c1ccccc1 (stereo not drawn)	22	2	2[fluorescence artefact?]	-2	-2	-12	99[fluorescence artefact?]	-3[fluorescence artefact?]	-2
Cc1ccc(C)c(OCC(=O)Nc2cccc(C(=O)O)c2)c1C	6	-4	-3	1	-3	-4	107	-7	-3
Cc1nc2ncnn2c(C)c1CCC(=O)NCCc1ccccc1	6	-16	-3	3	2	2	104[fluorescence artefact?]	4	18
CCN(CC)c1ncnc2c1sc1nc(C)cc(C)c12	7	-14	-14	x	2	x	92	-2	4
COC(=O)C(NC(=O)CCc1c(C)nc2ncnn2c1C)C(C)C (stereo not drawn)	6	-9	66*[fluorescence artefact?]	-2	2	2	85	-8	-2
Cc1c(N2C(=O)c3ccc(F)cc3C2=O)c(=O)n(-c2ccccc2)n1C	9	-7	-4	x	-1	x	104	-6	-12
O=C(NNS(=O)(=O)c1ccc(Br)cc1)c1ccncc1	6	-6	x	x	2	x	x	x	2
COCc1nnc(SCC(=O)NC(C)c2ccccc2)n1-c1ccccc1 (stereo not drawn)	2	-12	-4	-1	-1	-11	118	0	12
CC(=O)NCCc1ccc(S(=O)(=O)Nc2cccnc2)cc1	3	-16	-6	3	0	-40	128	-8	-4
Cc1cc(S(=O)(=O)N(C)CCc2ccccc2)ccc1-n1cnnn1	2	-10	1	0	2	-7	124	5	-16
Cn1c(N2CCN(C(=O)Nc3ccc(F)cc3)CC2)nc2ccccc21	6	-19	-20[fluorescence artefact?]	x	1	x	109	-34	-2
C=CCN1CCN(C(c2ccccc2)c2nnnn2CCC(C)C)CC1 (stereo not drawn)	-3	0	-8	-1	-12	-4	110	-10	4
COC(=O)C1C(O)=C(C=NCC(C)N=CC2=C(O)C(C(=O)OC)C(C)(C)CC2=O)C(=O)CC1(C)C (stereo not drawn)	4	-1	-4	-1	-2	2	97	-7	-6
Cc1nc2ccc(NC(=O)N3CCCCC3)cc2s1	6	-5	-3	2	0	-7	97	1[fluorescence artefact?]	-1
COc1cc(C)nc(Oc2ccc(=O)[nH]n2)n1	x	x	-8	-1	x	5	113	-8	x
CC(CC(=O)Nc1ccncc1)c1ccccc1 (stereo not drawn)	7	-4	-8	-3	1	7	102	-9	-20
CCN(CC)S(=O)(=O)c1cccc(NC(=O)COC(=O)CCc2nc3ccccc3s2)c1	19	2	-14	x	4	x	88	2	-21
CCN(CC)S(=O)(=O)c1ccc2oc(C(=O)NCCCN3CCOCC3)c(C)c2c1	4	-36	-2	2	1	12	116[fluorescence artefact?]	-9	-31
C=CCOc1ccc(NC(=O)C2CC(=O)N(C(C)C)C2)cc1 (stereo not drawn)	1	-13	3	3	-6	9	95	1	3
CC1c2[nH]c3ccccc3c2CCN1C(=O)Nc1ccccc1 (stereo not drawn)	4	-20	0	x	12	x	111	-11	-11
Cc1ccc(CN2CCN(/N=C/c3cc([N+](=O)[O-])ccc3Cl)CC2)cc1	6	-9	-4[fluorescence artefact?]	2	1	13	119[fluorescence artefact?]	4[fluorescence artefact?]	26
CCN(CCO)C(=O)C(c1ccccc1)c1ccccc1	3	-12	-6	-1	2	-1	106[fluorescence artefact?]	-9	-13
CC(C)Sc1nc(C(F)(F)F)cc(=O)n1-c1ccccc1	6	-7	x	x	5	x	x	x	-18
O=C(CCC1CCCCC1)Nc1ccccc1O	6	-11	1	-5	2	-21	92	4	8
O=C(Nc1ccc(Br)cc1)c1ccc(N2C(=O)C3CC=C(Cl)CC3C2=O)cc1 (stereo not drawn)	17	1	2	6	-1	24	112	4	17
CN(CC(=O)Nc1ccc(C#N)cc1)Cc1ccc(Cl)c(Cl)c1	15	-4	-4	x	-4	x	100	0	-5
CC(=O)Nc1ccc(C(=O)CSc2nnc(Cn3nnc4ccccc43)n2C)cc1	9	-12	18[fluorescence artefact?]	0	12	12	92[fluorescence artefact?]	46	-34
Cc1cc(C)c2c(=O)[nH]c(SCC(=O)Nc3ccc(N(C)C)cc3)nc2n1	-1	40	41	x	7	x	86[fluorescence artefact?]	-2[fluorescence artefact?]	24
O=C(CSCCc1ccccn1)Nc1ccc(Br)cn1	6	-6	-4	x	4	x	92	-1[fluorescence artefact?]	-6
COc1ccc(C2(NC(C)=O)CCN(C(=O)CCC(=O)O)CC2)cc1	6	-12	-15	-4	1	-11	106	1	13
CCSc1nnc(-c2ccncc2)n1Cc1ccccc1	6	-8	0	1	0	2	98	-1	14
O=S(=O)(c1cc(Cl)ccc1Cl)N1CCNCC1	7	-12	3	-4	-2	-46	109	-11	-13
Cc1ccccc1OCc1nc2ccccc2c(=O)n1NC(=O)c1ccco1	5	-3	-2[fluorescence artefact?]	x	0	x	103	-1	-5
O=c1c2[nH]c3ccccc3c2ncn1CCCn1ccnc1	9	6	-5	x	-2	x	102	2	-9
c1ccc(C(c2nnnn2Cc2cccs2)N2CCN(C3CCCC3)CC2)cc1 (stereo not drawn)	1	-4	27	1	-1	-32	116[fluorescence artefact?]	12	-3
CC1CCc2c(c3ccccc3[nH]c2=O)O1 (stereo not drawn)	5	-8	x	-5	2	-27	x	x	9
CC(C)OC(=O)Cn1c(=O)sc2ccccc21	x	x	-2	-2	x	-18	116	1	x
O=C(CSc1nnnn1C1CCCCC1)NCCc1ccccc1	2	-13	2[fluorescence artefact?]	-4	-4	-2	89	-1	-14
Cc1cc(C(=O)Nc2sc3c(c2C#N)CCC(C(C)(C)C)C3)no1 (stereo not drawn)	2	-7	-3	-7	-1	-23	93	-31[fluorescence artefact?]	-1
CCOC(=O)c1cccc(NC(=O)c2cnc3ccccc3n2)c1	10	-10	-6	-1	2	12	105	-1	-19
Cc1ccc(-n2c(=O)[nH]cc(C(=O)Nc3ccc4c(c3)OCO4)c2=O)cc1C	x	x	9	0	x	-36	138	-1	x
CC1CCCN(C(=O)c2cc3c(-c4ccc(Cl)cc4)nn(C)c3s2)C1 (stereo not drawn)	3	-11	-8	x	0	x	109	-5	-11
C/C(=N/NC(=O)c1ccccc1O)c1ccc(N2C(=O)C3CCCCC3C2=O)cc1 (stereo not drawn)	2	-7	x	x	5	x	x	x	13

Complete entries from above.
O=C(CSCCc1ccccn1)Nc1ccc(Br)cn1 as listed: HIV Rev-RRE inh: 6; PLK1 inh: -6; ERb coact inh: -4; CD11b adhes enh: x; FAK blocker: 4; Mac1 fbg inh: x; ERa coact pot: 92; ERa SRC1 inh: -1[fluorescence artefact?]; Plk1 PBD FP: -6
O=C(CSc1nnnn1C1CCCCC1)NCCc1ccccc1 as listed: HIV Rev-RRE inh: 2; PLK1 inh: -13; ERb coact inh: 2[fluorescence artefact?]; CD11b adhes enh: -4; FAK blocker: -4; Mac1 fbg inh: -2; ERa coact pot: 89; ERa SRC1 inh: -1; Plk1 PBD FP: -14

Next part
SMILES	HIV Rev-RRE inh	PLK1 inh	ERb coact inh	CD11b adhes enh	FAK blocker	Mac1 fbg inh	ERa coact pot	ERa SRC1 inh	Plk1 PBD FP
O=c1cc(N2CCN(Cc3ccccc3)CC2)[nH]c(=O)n1-c1cccc(C(F)(F)F)c1	12	-16	-25[fluorescence artefact?]	x	0	x	108[fluorescence artefact?]	-12	0
COc1cccc(NC2=NC3(CCCCC3)N=C(N)N2)c1	-6	15	13	2	0	10	99	4	19
COc1ccccc1NCCC(=O)OCC(=O)Nc1ccc(Cl)cn1	x	x	13[fluorescence artefact?]	-4	x	4	102[fluorescence artefact?]	4[fluorescence artefact?]	x
CCOC(=O)c1c(C)[nH]c(C(=O)CSc2ccc(Cl)cc2)c1C	12	3	-8	-10	-4	-1	91	-1	-4
Cc1cc2nc(C3CCCN(C(=S)Nc4ccccc4C)C3)[nH]c2cc1C (stereo not drawn)	-3	-11	x	x	5	x	x	x	16
Cc1oc(-c2ccccc2Cl)nc1CSCC(=O)NC1CCCC1	9	-16	-5[fluorescence artefact?]	-2	1	-11	91	1	-26
O=C(NNC(=S)Nc1ccc(F)cc1)c1ccccc1OC(F)F	8	-13	x	-1	-1	9	x	x	18
COC(=O)Cc1c(C)nc2nc(NCc3ccc(Cl)cc3)[nH]n2c1=O	3	-9	-3	0	-1	-10	118	-6	-10
COc1ccc(Cl)cc1N1C(=O)C2CCCN2C1c1cccc(F)c1 (stereo not drawn)	-1	-18	-3	-4	3	-4	108	-1	-7
COc1cccc(OC)c1C(=O)N1CCN(Cc2ccc3c(c2)OCO3)CC1	2	-4	6	2	-8	-8	106[fluorescence artefact?]	-15	11
Cn1cccc1C(=O)c1ccc(Cl)cc1Cl	4	10	-16	-5	3	-1	81	-2	14
